KCNQ2 inh: KCNQ2 potassium channel inhibitors, primary screen, cell-based, CHO-K1, FluxOR thallium flux, B-score (AID 2156). Potassium voltage-gated channel subfamily KQT member 2 (Rattus norvegicus), O88943. 20 min; stronger effect = lower value. B-score at 10 µM. 310,000 compounds, 1.1% hits;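 active = fluorescence ratio B-score at most minus 3 library SDs, with starting brightness B-score within 2 library SDs, cut at about -5.5 in these data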
STK33 inh: inhibitors of purified STK33 kinase, primary screen, biochemical, ADP-Glo luminescence, homogeneous, cell-free; MBP phosphorylation; 320,000 compounds, 0.073% hits; inhibition, % at 10 µM; Serine/threonine-protein kinase 33 (Homo sapiens), Q9BYT3;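 active = inhibition at or above 25%, using the most active replicate where run in duplicate; inactive = inhibition below 25%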
Target sequence (Q9BYT3 whole entry, looked up): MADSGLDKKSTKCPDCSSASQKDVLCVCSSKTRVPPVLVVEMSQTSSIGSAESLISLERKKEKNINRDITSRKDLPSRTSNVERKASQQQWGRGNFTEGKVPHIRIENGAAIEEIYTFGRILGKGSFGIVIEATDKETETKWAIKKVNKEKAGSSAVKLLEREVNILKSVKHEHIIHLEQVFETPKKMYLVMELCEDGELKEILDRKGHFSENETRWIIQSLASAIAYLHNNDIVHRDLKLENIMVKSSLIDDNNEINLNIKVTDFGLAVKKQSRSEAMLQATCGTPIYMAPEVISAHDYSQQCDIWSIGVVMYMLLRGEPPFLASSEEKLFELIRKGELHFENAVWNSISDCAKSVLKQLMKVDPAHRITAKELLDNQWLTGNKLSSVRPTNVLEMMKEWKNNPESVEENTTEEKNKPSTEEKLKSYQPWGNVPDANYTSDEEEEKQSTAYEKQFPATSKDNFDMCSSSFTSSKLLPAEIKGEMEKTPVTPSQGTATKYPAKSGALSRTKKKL
Kir21 inh: inhibitors of mouse Kir2.1 inward-rectifier potassium channel | HEK293-Kir2.1, FluxOR thallium flux fluorescence; stronger effect = lower value | B-score at 10 µM | Inward rectifier potassium channel 2 (Mus musculus), P35561 | AID 1672, 2009 | 310,000 compounds, 0.85% hits;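 active = fluorescence ratio B-score at or below minus 3 SD of library scores, with starting-brightness B-score within 2 SD, cut at about -4.2 in these data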;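 also: channel flux triggered by added potassium and thallium sulfate stimulus; B-score of peak minus minimum fluorescence over baseline after thallium stimulus; more negative B-score means stronger Kir2.1 block with less thallium influx; some compounds called inactive have numbers as strong as hits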
Target sequence (P35561 whole entry, looked up): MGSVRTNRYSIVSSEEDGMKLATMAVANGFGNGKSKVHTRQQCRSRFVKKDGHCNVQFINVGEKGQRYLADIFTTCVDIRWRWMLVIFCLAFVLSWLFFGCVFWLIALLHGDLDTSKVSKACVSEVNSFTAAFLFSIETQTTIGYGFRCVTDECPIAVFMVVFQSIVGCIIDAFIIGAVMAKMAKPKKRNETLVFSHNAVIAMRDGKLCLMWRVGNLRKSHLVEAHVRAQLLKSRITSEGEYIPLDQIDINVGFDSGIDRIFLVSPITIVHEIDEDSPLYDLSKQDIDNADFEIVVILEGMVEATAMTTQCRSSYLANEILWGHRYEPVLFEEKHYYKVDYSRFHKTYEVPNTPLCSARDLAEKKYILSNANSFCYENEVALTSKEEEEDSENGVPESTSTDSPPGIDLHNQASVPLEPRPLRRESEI
* = called active by the depositor; i = inactive; · = not tested or not shown.

STK33 inh,Kir21 inh,KCNQ2 inh,SMILES
-1.8,-1.1,i,C/C(=N\Nc1c(F)c(F)c(Br)c(F)c1F)c1ccncc1
-1.0,-0.02,i,COc1ccc(CNC(=O)C2CCN(S(=O)(=O)c3cccc4cccnc34)CC2)cc1
-0.1,-0.57,i,CCOc1cc(C(=O)Nc2ccc(S(=O)(=O)NC3=NCCCCC3)cc2)cc(Br)c1OC
-2.2,1.5,i,CN(C(=O)CSc1nnc2ccccn12)c1c(N)n(Cc2ccccc2)c(=O)[nH]c1=O
0.3,0.18,i,CCCc1ccc2c(N)c(C#N)sc2n1
-0.5,0.08,i,Cc1ccc(C(=O)N2CCN(S(=O)(=O)c3ccccc3)CC2)s1
2.5,-0.02,i,O=[N+]([O-])c1ccc(Cl)c(/C=N/n2c(C3CCCCC3)n[nH]c2=S)c1
0.2,-0.61,i,COc1ccc(C2C3=C(CC(C)(C)CC3=O)Oc3ncn4nc(-c5cccnc5)nc4c32)cc1 (stereo not given)
0.3,-1.2,i,O=[N+]([O-])c1ccc(Cl)cc1N1CCCC1
-0.6,0.06,i,Cc1c(Cl)cnc(NC(=O)COC(=O)c2ccc3ncsc3c2)c1Cl
-1.5,1.5,i,CC1=C(C)CC(C(=O)NCC(=O)c2ccccc2)C(C(=O)O)C1 (stereo not given)
-1.7,-0.01,i,C=CCn1c(O)c(N=NC(=S)Nc2ccccc2F)c2cc(S(=O)(=O)N3CCOCC3)ccc21
-1.3,-3.1,i,O=C(NCc1ccccc1Cl)C(=O)NCC1OCCCN1S(=O)(=O)c1cccs1 (stereo not given)
-1.6,0.21,i,COc1cccc(N(CC(=O)NCCSc2ccc(Cl)cc2)S(C)(=O)=O)c1
0.2,-1.5,i,CCN(CC)C(=O)Oc1ccc2ccccc2c1Cl
-0.6,0.32,i,COc1ccccc1OC(C)C(=O)Nc1ccc(S(=O)(=O)N2CCN(C)CC2)cc1 (stereo not given)
-0.3,-1.6,i,COc1ccc(-c2noc(N3CCC(C(=O)NCCCN4CCCC(C)C4)CC3)n2)cc1 (stereo not given)
0.0,-0.51,i,CS(=O)(=O)Nc1ccccc1C(=O)O
-1.3,-0.99,i,CCc1ccc(C2c3[nH]c4ccccc4c3CCN2C(=O)CNC(N)=O)cc1 (stereo not given)
-2.0,0.52,i,Nc1nnc(CSCc2ccc(Cl)cc2)s1
-0.5,0.01,i,c1ccc2nc(N3CCOCC3)c(N3CCOCC3)nc2c1
-1.5,0.12,i,COc1cc(S(=O)(=O)N2CCCCC2)c(OC)cc1Br
-1.0,-1.6,i,O=C(COc1ccc(Cl)cc1Cl)Nc1ccc(S(=O)(=O)NC2=NCCCCC2)cc1
0.1,1.8,i,Brc1ccccc1-n1nnc(-c2nccs2)n1
-1.8,-0.28,i,O=C(N/N=C/c1ccc([N+](=O)[O-])s1)c1cccc(Br)c1
-0.4,1.3,i,O=S(=O)(CC(c1ccccc1)N1CCCCC1)c1ccc(Cl)cc1 (stereo not given)
-1.6,-5.5*,i,Cc1nccn1CCN(C)Cc1cn(Cc2ccccc2)nc1-c1ccc2c(c1)OCO2
-1.0,-0.05,i,COc1cccc(Nc2nnc(SCC(=O)N3CC(C)OC(C)C3)s2)c1 (stereo not given)
-1.0,-0.52,i,CCc1cc(=O)[nH]c(SCC(=O)NCC2CCCO2)n1 (stereo not given)
-0.2,-0.18,i,COc1ccc(OCc2nnc(SCC(=O)NC3CC3)n2C)cc1
-1.5,0.62,i,COc1ccc(N2C(=O)/C(=C\c3ccco3)N=C2SCC(=O)N(C(C)C)C(C)C)cc1Cl
-0.1,-1.2,i,CC(=O)c1ccc(NC(=O)CN2C(=O)COc3ccc(S(=O)(=O)N4CCCC4)cc32)cc1
-1.6,-1.8,i,Cc1ccc(C(=O)NC2CCCC(C)C2C)cc1S(=O)(=O)N1CCCCC1 (stereo not given)
-0.4,0.79,i,COc1cc2cnc(Cl)nc2cc1OC
-1.2,-0.63,i,CCCNC(=O)COC(=O)/C=C/c1ccc(C)o1
-0.4,-0.29,i,O=C(COc1cccc2ccccc12)NNC(=O)c1cccs1
1.1,-2.5,i,COc1ccc2cc(C(=O)C3CCCN(Cc4cccc(C)n4)C3)ccc2c1 (stereo not given)
-1.2,-3,i,CCCOC(=O)C(C)n1cnc2scc(-c3ccc(C)cc3)c2c1=O (stereo not given)
-0.2,0.29,i,CN(C(=O)C(=O)c1cn(CC(=O)N2CCCC2)c2ccccc12)C1CCCCC1
-1.4,0.01,i,Cn1c(C(=O)N2CCC(C(=O)N3CCN(Cc4ccc5c(c4)OCO5)CC3)CC2)cc2sccc21
0.3,-0.3,i,O=C1CC(SC2=NCCS2)C(=O)N1c1ccc(Cl)cc1 (stereo not given)
-0.6,1.7,i,O=c1[nH]c2ccc(Cl)cc2c(-c2ccccc2)c1SC(=S)N1CCCCC1
-1.9,0.94,i,CC(C(=O)c1ccc(-c2ccccc2)cc1)[n+]1cccc(C(N)=O)c1 (stereo not given)
0.4,1.2,i,CNC(=O)COc1ncnc2scc(-c3ccc(F)cc3)c12
-1.3,2,i,N#Cc1ccc(CSc2nnc(NC(=O)CCc3nc4ccccc4c(=O)[nH]3)s2)cc1
-0.5,-0.07,i,CCOC(=O)CSc1nnc2n(C3CCCCC3)c(=O)c3c4c(sc3n12)CCCC4
-1.2,0.95,i,N#CC1=C(SCc2ccc(C#N)cc2)N=C(N)C(c2nc(-c3ccccc3)cs2)C12CCCCC2 (stereo not given)
-0.9,-0.24,i,COC(=O)c1cc(Cc2ccc(N)c(C(=O)OC)c2)ccc1N
0.4,0.77,i,O=C(OCc1cc(=O)n2c(n1)sc1ccccc12)c1ccc2c(=O)n3c(nc2c1)CCC3
-1.3,-2.2,i,CCCCCC(=O)NC(Nc1ccc(S(N)(=O)=O)cc1)C(Cl)(Cl)Cl (stereo not given)
-0.8,1.9,i,CCN(CC)S(=O)(=O)c1ccc(C(=O)N2CCCCC2)cc1
-1.7,-0.09,i,COc1ccc(NC(=O)c2cc([N+](=O)[O-])ccc2N2CCCC2)cc1
-2.3,0.11,i,COc1ccc(S(=O)(=O)N2CCCC2C(=O)Nc2ccc(C(C)=O)cc2)cc1 (stereo not given)
-0.3,0.12,i,CCC/C(O)=C1\C(=O)CC(C)(C)CC1=Nc1cccc([N+](=O)[O-])c1
0.8,1.1,i,COC(=O)c1ccc(COc2ccc(/C=C(\C#N)c3nc4ccccc4[nH]3)cc2OC)o1
-1.7,-2.6,i,COc1ccc2[nH]c(=O)c(CN(C(=O)c3ccco3)C(C)C)cc2c1
1.6,-0.18,i,CCCc1cc(=O)n2[nH]cc(-c3ccc(Cl)cc3)c2n1
1.2,0.68,i,CCCNC(=O)c1onc(CSc2ccccn2)c1C(=O)NCCC
-0.2,0,i,O=c1nc(N2CCCCC2)nc2n1CCO2
-1.5,-0.48,i,COc1ccccc1C1NC(=O)NC(C)=C1C(=O)Nc1cccc(C)c1C (stereo not given)

Continued.
STK33 inh,Kir21 inh,KCNQ2 inh,SMILES
-1.3,0.93,i,Cc1ccc(CNC(=O)CC2C(=O)Nc3c2c(=O)n(C)c(=O)n3Cc2ccccc2)cc1 (stereo not given)
-1.3,-0.92,i,COc1c(/C=N/Nc2ccc([N+](=O)[O-])cc2[N+](=O)[O-])c(C)nn1-c1ccccc1
-1.4,-1.3,i,CCN1CCN(C(=O)c2ccc(OC)c(S(=O)(=O)Nc3ccc(C)cc3)c2)CC1
1.3,0.11,i,CCOC(=O)N1CCN(C(=O)c2cc(-n3cnnc3)ccc2Cl)CC1
-0.2,0.94,i,CNC(=O)c1cc(Nc2nnc(-c3ccc(O)cc3)c3ccccc23)ccc1OC
-1.1,-1.4,i,CN1CCN(CC(=O)Nc2ccccc2Oc2ccccc2)CC1
-0.6,-0.2,i,O=C(O)c1cccnc1SCc1cn2cc(Br)ccc2n1
-0.3,-0.29,i,Cn1c(C(=O)Nc2ccc3c(c2)OCO3)cc2c(=O)n(C)c3ccccc3c21
1.6,-0.12,i,O=C(CCSc1ccccc1Cl)NNC(=O)c1ccncc1
0.0,0.32,i,COC(=O)c1sc2nc(SCc3ccccc3C#N)n(N)c(=O)c2c1C
0.1,0.32,i,COc1cccc(NC(=O)C2CC(=O)N(Cc3ccc(C)cc3)C2)c1 (stereo not given)
-0.1,0.01,i,O=C(N/N=C/c1ccc(N2CCOCC2)cc1)C1COc2ccccc2O1 (stereo not given)
-1.6,-0.47,i,Cc1ccc(N2C(=O)SC(Cc3ccccc3)C2=O)cc1 (stereo not given)
-1.8,-0.25,i,Cc1cccc(C)c1NC1=NC(C)(C)N=C(N)N1
-0.3,0.13,i,COc1ccc(S(=O)(=O)N2CCCCCC2)cc1C(=O)N(C)CC(=O)Nc1c(Cl)cccc1Cl
-1.5,-1.2,i,CCn1c(SCc2ccccc2)nc2c1c(=O)[nH]c(=O)n2C
1.5,0.01,i,COc1ccc([N+](=O)[O-])cc1NC(=O)CSc1nncn1-c1ccccc1
0.1,0.49,i,O=C(N1CCOCC1)N1CCN(S(=O)(=O)c2ccc(F)cc2)CC1
-0.8,0.62,i,O=C(Nc1cccn2ncnc12)C(F)(F)F
0.1,1.3,i,C/C(=N\Nc1nncc2ccccc12)c1ccc(OCC(=O)N(C)C)cc1

Random excerpt: 5 entries already listed, in no set order.
STK33 inh,Kir21 inh,KCNQ2 inh,SMILES
-0.6,-0.2,i,O=C(O)c1cccnc1SCc1cn2cc(Br)ccc2n1
-1.1,-1.4,i,CN1CCN(CC(=O)Nc2ccccc2Oc2ccccc2)CC1
0.1,1.3,i,C/C(=N\Nc1nncc2ccccc12)c1ccc(OCC(=O)N(C)C)cc1
-1.3,-0.92,i,COc1c(/C=N/Nc2ccc([N+](=O)[O-])cc2[N+](=O)[O-])c(C)nn1-c1ccccc1
-0.3,-0.29,i,Cn1c(C(=O)Nc2ccc3c(c2)OCO3)cc2c(=O)n(C)c3ccccc3c21

Continued:
STK33 inh,Kir21 inh,KCNQ2 inh,SMILES
-1.5,-0.05,i,Cc1ccc(NC(=O)c2ccc(NCc3ccc(F)cc3)nc2)cc1
-0.2,1.3,i,CCOC(=O)c1[nH]c2cc(OC)c(OC)cc2c1NC(=O)CCN1CCSCC1
0.4,-0.83,i,CCn1cc(CN2CCCC(C(=O)c3ccc(-c4ccccc4)c(F)c3)C2)cn1 (stereo not given)
-0.9,0.11,i,Cc1onc(-c2c(Cl)cccc2Cl)c1C(=O)N1CCc2ccccc2C1
-1.8,1.9,i,O=C(c1ccccc1)c1c[nH]c2cc3c(cc2c1=O)OCCO3
1.5,-2.7,i,OCCN(Cc1ccccc1)C(=S)NC1CCCCC1
-1.0,-0.52,i,O=C(N/N=C/c1cc(Br)c(Br)o1)c1cc2ccccc2o1
0.6,0.21,i,Cc1cc(C)n(CC(=O)NCc2cc(-c3nn(C)c(=O)c4ccccc34)ccc2C)n1
0.5,-2.4,i,Cc1csc(CN(C)C(=O)c2cn(Cc3cccc4ccccc34)nn2)n1
-0.4,0.4,i,CC(C)Cc1nc(N2CCN(C(=O)c3ccco3)CC2)c(C#N)c2c1CCCC2
-0.8,-1.6,i,O=C(O)CN1C(=O)NC2(CCCc3ccccc32)C1=O (stereo not given)
-1.9,-1.3,i,Cc1c(-n2cc(C(=O)c3ccccc3O)cc(C#N)c2=O)c(=O)n(-c2ccccc2)n1C
0.9,-0.3,i,CN1C(=O)CSc2ccc(NC(=O)NCc3ccco3)cc21
0.6,1.6,i,COC(=O)C1=C(C(=O)OC)[C@@H]2N(C)c3ccc(OC)cc3[C@@]23C[C@@H](C(=O)OC)N(S(=O)(=O)c2ccc(OC)cc2)C3=N1
-0.1,1.5,i,CCOC(=O)C1(Cc2ccccc2)CCCN(C(=O)C=C(C)C)C1 (stereo not given)
·,-13*,-11*,COc1ccc(-c2n(CC(=O)OC3CC(C)CCC3C(C)C)c3ccccc3[n+]2C)cc1 (stereo not given)
-2.5,0.79,i,CCN1CCN(c2cc(=O)n(-c3cc(Cl)ccc3C)c(=O)[nH]2)CC1
0.1,0.23,i,CC(=O)c1c(C)[nH]c(C(=O)NCCC2=CCCCC2)c1C
0.9,1.2,i,O=C(C1CCCO1)N1CCN(S(=O)(=O)c2ccc(Cl)cc2)CC1 (stereo not given)
-1.0,-0.87,i,CC(C)(CO)NS(=O)(=O)c1ccc2c(c1)C(=NO)c1cc(S(=O)(=O)NC(C)(C)CO)ccc1-2
·,0.64,i,Cc1ccc(Cl)cc1N(CC(=O)N1CCOCC1)S(C)(=O)=O
-0.2,-0.29,i,O=C(c1ccc2c(c1)N(Cc1ccc(F)cc1)C(=O)c1ccccc1S2(=O)=O)N1CCN(c2ccccn2)CC1
-1.2,0.01,i,Cc1ccc(NC(=O)c2cn(-c3cccc(C)n3)cn2)cc1

Structures listed so far with a furan ring, fused or not (seven):
STK33 inh,Kir21 inh,KCNQ2 inh,SMILES
-1.5,0.62,i,COc1ccc(N2C(=O)/C(=C\c3ccco3)N=C2SCC(=O)N(C(C)C)C(C)C)cc1Cl
-1.2,-0.63,i,CCCNC(=O)COC(=O)/C=C/c1ccc(C)o1
0.8,1.1,i,COC(=O)c1ccc(COc2ccc(/C=C(\C#N)c3nc4ccccc4[nH]3)cc2OC)o1
-1.7,-2.6,i,COc1ccc2[nH]c(=O)c(CN(C(=O)c3ccco3)C(C)C)cc2c1
-1.0,-0.52,i,O=C(N/N=C/c1cc(Br)c(Br)o1)c1cc2ccccc2o1
-0.4,0.4,i,CC(C)Cc1nc(N2CCN(C(=O)c3ccco3)CC2)c(C#N)c2c1CCCC2
0.9,-0.3,i,CN1C(=O)CSc2ccc(NC(=O)NCc3ccco3)cc21

Source: PubChem (several laboratories)
